NALP3 yeast inh = NALP3 inhibition in yeast. Yeast reconstituted NLRP3/ASC/caspase-1, beta-gal luminescence, 24 h. inhibition, % at 10 µM. 330,000 tested, 0.39% active. AID 2825;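 active means inhibition of 50% or more; inactive means inhibition below 50%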;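 further: plate controls were induced DMSO wells for no effect and uninduced yeast grown without galactose for full effect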
mIAP inh = blocks mouse intestinal alkaline phosphatase; purified mouse IAP, CDP-Star luminescence, 30 min; inhibition, % at 10 µM; 330,000 tested, 0.2% active; AID 2806;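 active means inhibition of at least 40% at 10 µM in the primary screen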;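 further: plate controls were DMSO with enzyme for no effect and no enzyme wells for full effect; values of inactives mirror those of a sister screen read the other way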
mIAP activ = mouse IAP activation; muIAP, CDP-Star luminescence, 30 min; hits give high values; 1 = vehicle-only enzyme signal, 0 = enzyme-free wells; activation factor at 10 µM; 330,000 tested, 0.24% active;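 active means activation factor of at least 2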; further: the source names both 10 and 20 µM as test concentration; values of inactives mirror those of a sister screen read the other way
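Assay system: mouse IAP enzyme; reagent: chemiluminescent substrate CDP-Star; dosing: test compounds delivered from DMSO solution; schedule: 30 min at room temperature; measured by: luminescence from enzymatic CDP-Star hydrolysis; controls: DMSO-only wells and no-enzyme negative control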
ATG4B inh = ATG4B (human) cysteine protease inhibition | 340,000 tested, 0.51% active | ATG4B cleavage of LC3-PLA2, NBD-HPC fluorescence, 1 h | inhibition, % at 8.33 µM | Q9Y4P1; in the data active means inhibition above about 40%
hIAP block = blocks human intestinal alkaline phosphatase. P09923. purified IAP, CDP-Star luminescence, 30 min. inhibition, % at 10 µM. 330,000 tested, 0.12% active. AID 2544;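 active means inhibition reaching a set limit with compound at 10 µM in the primary screen, cut at about 35% in these data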;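 further: plate controls were DMSO wells with enzyme for no effect and no-enzyme buffer wells for full effect; values of inactives mirror those of a sister screen read the other way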
tim10-1 inh = inhibits growth of tim10-1 mutant yeast | S. cerevisiae tim10-1 ts strain growth, BacTiter-Glo, 24 h | 330,000 tested, 2.2% active | inhibition, % at 20 µM;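 active means inhibition of at least 40%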;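 further: mutant grown at 25 °C; 0% = DMSO wells with yeast and 100% = wells holding no yeast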
TIM10 inh = inhibits growth of TIM10 yeast strain; inhibition, % at 10 µM; S. cerevisiae TIM10 strain growth, BacTiter-Glo luminescence, 24 h; 330,000 tested, 1.4% active;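 active means inhibition of 40% or more at the single tested concentration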;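 further: wild-type TIM10 isogenic control strain grown at permissive 25 °C; 0% = DMSO yeast wells and 100% = minimal medium wells without yeast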
Apaf-1 inh = inhibitors of human Apaf-1 apoptosome; reconstituted apoptosome caspase-3 activity, DEVD-Rh110 fluorescence; inhibition, % at 20 µM; 330,000 tested, 0.71% active; AID 489030; active means inhibition of at least 40% at 20 µM;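 further: plate controls were DMSO wells for no effect and DEVD-CHO caspase inhibitor wells for full effect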
Target sequence (O14727 whole entry, looked up): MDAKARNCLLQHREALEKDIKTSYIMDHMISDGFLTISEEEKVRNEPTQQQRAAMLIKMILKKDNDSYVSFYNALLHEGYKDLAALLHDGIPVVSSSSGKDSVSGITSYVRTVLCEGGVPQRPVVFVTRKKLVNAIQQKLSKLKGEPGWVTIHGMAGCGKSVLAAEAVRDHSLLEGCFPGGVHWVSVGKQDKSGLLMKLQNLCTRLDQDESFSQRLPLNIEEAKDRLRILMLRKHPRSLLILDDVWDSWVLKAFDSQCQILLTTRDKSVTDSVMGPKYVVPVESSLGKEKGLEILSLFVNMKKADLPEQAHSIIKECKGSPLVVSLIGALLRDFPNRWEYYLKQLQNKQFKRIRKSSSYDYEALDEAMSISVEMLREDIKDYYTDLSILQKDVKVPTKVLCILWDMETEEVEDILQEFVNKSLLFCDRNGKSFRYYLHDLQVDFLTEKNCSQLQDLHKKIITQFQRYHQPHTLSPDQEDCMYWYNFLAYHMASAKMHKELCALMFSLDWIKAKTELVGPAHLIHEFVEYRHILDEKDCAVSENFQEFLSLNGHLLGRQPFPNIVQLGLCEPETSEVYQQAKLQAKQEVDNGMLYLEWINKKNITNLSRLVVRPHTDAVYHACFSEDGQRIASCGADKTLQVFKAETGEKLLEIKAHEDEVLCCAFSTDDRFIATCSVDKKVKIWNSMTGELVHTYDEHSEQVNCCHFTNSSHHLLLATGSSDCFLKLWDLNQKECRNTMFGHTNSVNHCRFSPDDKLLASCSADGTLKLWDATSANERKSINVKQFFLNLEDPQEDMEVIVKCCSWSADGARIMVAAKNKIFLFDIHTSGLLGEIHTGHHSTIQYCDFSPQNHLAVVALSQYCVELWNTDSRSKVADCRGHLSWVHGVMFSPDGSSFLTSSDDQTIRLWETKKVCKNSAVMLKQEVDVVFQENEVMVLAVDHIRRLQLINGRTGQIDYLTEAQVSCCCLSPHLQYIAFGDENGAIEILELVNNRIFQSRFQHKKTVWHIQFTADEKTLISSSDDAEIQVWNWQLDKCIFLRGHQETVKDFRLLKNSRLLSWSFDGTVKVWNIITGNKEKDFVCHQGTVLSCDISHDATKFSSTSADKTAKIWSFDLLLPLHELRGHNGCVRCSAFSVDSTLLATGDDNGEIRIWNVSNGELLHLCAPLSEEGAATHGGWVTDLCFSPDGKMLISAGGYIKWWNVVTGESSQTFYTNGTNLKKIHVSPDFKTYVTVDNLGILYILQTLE
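Material: reconstituted apoptosome with Apaf-1, cytochrome c, caspase-9, procaspase-3, dATP / Buffer or medium: pH 7.5 Hepes buffer with CHAPS, BSA, DTT / Also added: cytochrome c with DEVD-Rh110 / Schedule: compound with Apaf-1, dATP, procaspase-3 30 min, then 50 min reaction, room temperature / Technique: rhodamine 110 fluorescence at Ex 480/Em 540 nm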
hIAP act = increases human intestinal alkaline phosphatase activity; purified human IAP, CDP-Star luminescence, 30 min; hits give high values; 1 = vehicle-only enzyme, 0 = enzyme-free background; activation factor at 10 µM; 330,000 tested, 0.16% active; AID 2524;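 active means activation factor of the enzyme at least 2-fold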; further: the source names both 10 and 20 µM as test concentration; values of inactives mirror those of a sister screen read the other way
Numbers without * were called inactive; . = no result given.

item	smiles	tim10-1 inh	TIM10 inh	mIAP inh	ATG4B inh	NALP3 yeast inh	hIAP block	mIAP activ	hIAP act	Apaf-1 inh
1	COC(=O)CNC(c1ccccc1)c1cc(C)ccc1NC(=O)c1cccc(Cl)c1 (centres undefined)	27	10	6	-6	11	5	0.94	0.95	19
2	CC(C)(C)NC(=O)CN(C(=O)CS(=O)CC(=O)Nc1ccc(F)cc1)c1ccccc1 (centres undefined)	8	8	8	1	1	7	0.92	0.93	-19
3	CC1CCCN(C(=O)CN2CCN(C(=O)c3ccco3)CC2)C1 (centres undefined)	14	2	-13	-5	-6	10	1.1	0.9	12
4	O=C(CN1C(=O)NC2(CCCCC2)C1=O)N1CCc2ccccc2C1	2	-2	-5	-8	16	-25	1	1.2	6
5	COc1cc(/C=N/NC(=O)c2ccc3nc[nH]c3c2)ccc1O	16	13	1	0	-10	-5	0.99	1	-20
6	COc1ccc(C)cc1S(=O)(=O)NC1CCCC1	24	15	-8	-12	-6	-23	1.1	1.2	0
7	C/C(=N\NC(=O)c1ccc(NS(=O)(=O)c2cccs2)cc1)c1ccc(Cl)cc1	17	7	14	-6	1	-5	0.86	1	-46
8	O=C(Nc1nc2c(s1)CN(Cc1ccccc1)CC2)C1CCC1	1	0	-1	-1	-3	-4	1	1	9
9	CC(=O)NC(C1C(=O)CC(C)(C)CC1=O)(C(F)(F)F)C(F)(F)F	6	0	3	3	3	9	0.97	0.91	-17
10	CC(=NCc1ccccc1)C1=C(O)COC1=O	-5	5	-1	1	22	-7	1	1.1	-18
11	Nc1c(C(=O)c2ccccc2O)cnn1-c1ccc(S(=O)(=O)N2CCOCC2)cc1[N+](=O)[O-]	14	17	14	.	-1	10	0.86	0.9	-15
12	COc1ccc(-c2nc(SC(C)C(=O)c3c(N)n(C)c(=O)n(C)c3=O)n[nH]2)cc1 (centres undefined)	-8	5	-1	-1	22	0	1	1	3
13	COc1cc(C(=O)COC(=O)c2cccs2)cc(OC)c1OC	-1	-9	-13	-9	-2	-24	1.1	1.2	18
14	c1ccc2c(-c3[nH]ncc3CNCCCn3ncc4ccccc43)cccc2c1	25	17	1	2	18	-14	0.99	1.1	9
15	COc1ccc(CNC(=O)CN(C(=O)CCC(=O)Nc2ccccn2)c2ccc(C)cc2)cc1	-2	16	-4	3	0	0	1	1	14
16	Cc1ccc(C)c(NC(=O)COC(=O)c2cc(=O)c3ccccc3o2)c1	-8	-8	-2	1	-1	-13	1	1.1	1
17	[O-][N+]12CC[N+]([O-])(CC1)c1ccccc12	-5	9	2	-1	13	6	0.98	0.94	-22
18	CC(=O)N1c2c(cc(Br)cc2S(=O)(=O)N2CCOCC2)CC1C (centres undefined)	20	6	-3	-8	7	-3	1	1	0
19	C#CCOc1ccccc1CNC1CCN(Cc2ccccc2)CC1	9	-25	-11	7	33	-12	1.1	1.1	10
20	Nc1cccc2c1C(=O)N(C(=O)c1ccc(Cl)c(S(=O)(=O)N3CCCCCC3)c1)C2=O	30	15	2	19	-3	-16	0.97	1.2	16
21	Cc1c(/C=N/NC(N)=O)c2ccccn2c1C(=O)c1ccc(F)cc1	19	11	4	-21	8	-3	0.95	1	-13
22	CSc1nc(N)c2c3c(sc2n1)CN(C)CC3	3	-11	-4	1	-8	3	1	0.97	1
23	COc1ccc(NC(=O)c2nc[nH]c2C(=O)N[C@H](C)c2ccccc2)cc1	12	12	7	-4	23	-33	0.93	1.3	25
24	Cc1nc(N/N=C/c2cccc(F)c2)cc(N2CCOCC2)n1	15	18	8	2	20	-4	0.92	1	7
25	OC(COCC1COc2ccccc2O1)CN1CCCCC1 (centres undefined)	1	-8	8	-12	9	-2	0.92	1	-1
26	O=C(COc1ccc(Cl)cc1)N(Cc1ccco1)C1CCS(=O)(=O)C1 (centres undefined)	-22	4	6	-2	-7	3	0.94	0.97	-20
27	CC(=O)c1cc(C(=O)N2CCc3c([nH]c4ccccc34)C2C2CCCCC2)[nH]n1 (centres undefined)	17	-3	3	1	5	-14	0.97	1.1	13
28	CCOC(=O)c1nn(-c2ccc(Cl)cc2C)ccc1=O	5	1	1	6	13	6	0.99	0.94	1
29	CC(=O)NS(=O)(=O)c1ccc(NC(=O)c2cc(-c3cccs3)nc3ccccc23)cc1	-5	7	-2	4	-16	-8	1	1.1	-4
30	O=C(Nc1cccc(S(=O)(=O)N2CCOCC2)c1)c1cc2ccccc2o1	22	12	12	0	-10	-1	0.88	1	12
31	Cc1cccc(C)c1OCC(=O)Nc1cccc(C(=O)O)c1	-6	4	-1	-6	17	0	1	1	-3
32	N#CC1=C(N)Oc2c(ccc3cccnc23)C1c1ccncc1 (centres undefined)	-1	13	2	5	16	2	0.97	0.98	-2
33	CC(NC(=O)c1cc2c(s1)CS(=O)(=O)C2)c1ccccc1 (centres undefined)	0	15	1	1	-13	13	0.99	0.87	-13
34	O=[N+]([O-])c1cccc(C(=NCc2ccccc2)NO)c1	4	8	8	-8	15	-25	0.92	1.2	6
35	CC(C)CCN(C(=S)Nc1cccc(C(F)(F)F)c1)C(C)c1ccccn1 (centres undefined)	33	37	3	-6	15	-3	0.97	1	-6
36	CNc1nnc(Sc2ncccc2[N+](=O)[O-])s1	-27	-29	6	-2	0	-8	0.94	1.1	-9
37	Cc1ccc(NC(=S)NCc2ccc(F)cc2)c(C)c1	30	11	-13	7	26	7	1.1	0.93	7
38	Cc1cc(-n2c(C)cc(C(=O)CCl)c2C)no1	26	22	5	11	-85	-4	0.95	1	-8
39	O=C(COC(=O)CCN1C(=O)/C(=C\C=C\c2ccccc2)SC1=S)Nc1cc(F)ccc1F	37	27	9	24	2	3	0.91	0.97	27
40	COc1ccc(NC(=O)c2oc3ccccc3c2NC(=O)C2CC2)c(OC)c1	4	-3	15	-10	1	13	0.85	0.87	1
41	CCc1ccc(OCC(=O)N/N=C(\C)c2ccc3c(c2)OCCO3)cc1	23	13	-4	-7	38	12	1	0.88	24
42	COc1ccc(OCC(=O)Nc2ccc3c(c2)nc(CN2CCCC2)n3C)cc1	12	-5	10	-18	0	-5	0.9	1	18
43	CCn1c(SCC(=O)NC(=O)NC(C)(C)C)nc2ccccc21	27	17	-5	6	12	7	1	0.93	-7
44	COc1cc(OC)cc(C(=O)NCC(=O)OCC(=O)NCc2ccco2)c1	0	-19	5	2	12	-4	0.95	1	-2
45	O=C(O)C(O)Cc1c[nH]c2ccccc12 (centres undefined)	5	-1	1	-24	-8	-8	0.99	1.1	5
46	C/C(=N\NC(=O)C(=O)N/N=C(\C)c1cccc(O)c1)c1cccc(O)c1	4	-4	10	-4	7	-26	0.9	1.3	-3
47	O=C(COc1ccccc1)N/N=C/c1cc2c(cc1[N+](=O)[O-])OCO2	19	21	11	3	16	-2	0.89	1	-11
48	COC(=O)c1ccc(CN2CCN(CCc3ccccc3)C(CCO)C2)cc1 (centres undefined)	-1	4	0	7	13	1	1	0.99	-26
49	COc1ccc(C(=O)Nc2nnc(S(=O)(=O)N(C)Cc3ccccc3)s2)cc1	16	5	14	-10	-1	13	0.86	0.87	0
50	COc1cccc(C2NC(CCSC)(C(=O)O)C3C(=O)N(C(C)C)C(=O)C23)c1O (centres undefined)	-29	-1	-7	-6	6	-9	1.1	1.1	-1
51	COC(=O)c1ccc(CSc2nc3c(c(=O)n2-c2ccc(Br)cc2)SCC3)o1	29	39	5	65*	21	3	0.95	0.97	5
52	CN(C)S(=O)(=O)c1cccc(NC(=O)COC(=O)c2cccn2C)c1	14	3	12	-5	3	5	0.88	0.95	-8
53	O=S(=O)(Nc1cccnc1Cl)c1ccc(-c2ccccc2)cc1	-12	-11	-2	-9	4	4	1	0.96	9
54	CCCOc1ccc(C(=O)N2CCCC2)cc1OC	7	-13	2	-2	9	7	0.98	0.93	-3

A second format for some results above:
Values in the order: tim10-1 inh | TIM10 inh | mIAP inh | ATG4B inh | NALP3 yeast inh | hIAP block | mIAP activ | hIAP act | Apaf-1 inh
39	O=C(COC(=O)CCN1C(=O)/C(=C\C=C\c2ccccc2)SC1=S)Nc1cc(F)ccc1F
→ 37 | 27 | 9 | 24 | 2 | 3 | 0.91 | 0.97 | 27
40	COc1ccc(NC(=O)c2oc3ccccc3c2NC(=O)C2CC2)c(OC)c1
→ 4 | -3 | 15 | -10 | 1 | 13 | 0.85 | 0.87 | 1
41	CCc1ccc(OCC(=O)N/N=C(\C)c2ccc3c(c2)OCCO3)cc1
→ 23 | 13 | -4 | -7 | 38 | 12 | 1 | 0.88 | 24
42	COc1ccc(OCC(=O)Nc2ccc3c(c2)nc(CN2CCCC2)n3C)cc1
→ 12 | -5 | 10 | -18 | 0 | -5 | 0.9 | 1 | 18
43	CCn1c(SCC(=O)NC(=O)NC(C)(C)C)nc2ccccc21
→ 27 | 17 | -5 | 6 | 12 | 7 | 1 | 0.93 | -7
44	COc1cc(OC)cc(C(=O)NCC(=O)OCC(=O)NCc2ccco2)c1
→ 0 | -19 | 5 | 2 | 12 | -4 | 0.95 | 1 | -2

Exported screen by screen: part of the list above
39: O=C(COC(=O)CCN1C(=O)/C(=C\C=C\c2ccccc2)SC1=S)Nc1cc(F)ccc1F
40: COc1ccc(NC(=O)c2oc3ccccc3c2NC(=O)C2CC2)c(OC)c1
41: CCc1ccc(OCC(=O)N/N=C(\C)c2ccc3c(c2)OCCO3)cc1
Compound,39,40,41
tim10-1 inh,37,4,23
TIM10 inh,27,-3,13
mIAP inh,9,15,-4
ATG4B inh,24,-10,-7
NALP3 yeast inh,2,1,38
hIAP block,3,13,12
mIAP activ,0.91,0.85,1
hIAP act,0.97,0.87,0.88
Apaf-1 inh,27,1,24
